Pf growth 48h = Primary qHTS for delayed death inhibitors of the malarial parasite plastid, 48 hour incubation. Potency, µM (top dose mostly 28.7 µM), for inactives: at the highest dose activity change, negative = inhibition, most hits filed as inhibitors. AID 504832, 2011. P. falciparum luciferase growth in erythrocytes, 48 h. 310,000 compounds, 5.9% hits
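First compound was added to culture medium, then infected red cells at 0.1% parasitemia and 2% hematocrit (final). After incubation at 37 C under 5% CO2, luciferase detection reagent was dispensed and light output recorded.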
HCV inhibitor = qHTS Assay for Inhibitors of Hepatitis C Virus (HCV); Huh7.5.1 HCVcc-Cre infection, luciferase reporter, 44 h; Potency, µM (titrated, usually from 41.8 µM), for inactives: top-dose activity change, negative = inhibition, actives largely listed as inhibitors; 340,000 compounds, 3.4% hits; AID 651820, 2012
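Seed cells (1,000/well) for 4 h; treat with compound and infect with HCVcc-Cre, moi about 0.5. Incubate 44 h, then detect luciferase activity.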
TbPYK inhibitor = qHTS of Trypanosoma Brucei Inhibitors. pyruvate kinase (Trypanosoma brucei), Q57TT1. TbPYK enzyme, Kinase-Glo Plus ATP luminescence, 45 min. Potency, µM (doses to about 76.8 µM), for inactives: at the highest dose activity, negative = inhibition, actives largely listed as inhibitors. 410,000 compounds, 0.12% hits; further: nearly all actives have a fitted effect of over 50% in size
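Enzyme and substrate buffer are dispensed first and compound is pin-transferred. ADP at 130 uM final then starts the reaction, which runs 45 min at room temperature. Detection reagent is added for 10 min before luminescence is imaged.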
LmPK inh = qHTS Assay for Inhibitors of Leishmania Mexicana Pyruvate Kinase (LmPK) | 290,000 compounds, 0.37% hits | purified LmPK, Kinase-Glo ATP luminescence, 1 h | Potency, µM (top dose mostly 57.5 µM), without a hit: at the highest dose activity change, negative = inhibition, usual class: inhibitors | Q27686 | AID 1721, 2009
Target sequence (Q27686 whole entry, looked up): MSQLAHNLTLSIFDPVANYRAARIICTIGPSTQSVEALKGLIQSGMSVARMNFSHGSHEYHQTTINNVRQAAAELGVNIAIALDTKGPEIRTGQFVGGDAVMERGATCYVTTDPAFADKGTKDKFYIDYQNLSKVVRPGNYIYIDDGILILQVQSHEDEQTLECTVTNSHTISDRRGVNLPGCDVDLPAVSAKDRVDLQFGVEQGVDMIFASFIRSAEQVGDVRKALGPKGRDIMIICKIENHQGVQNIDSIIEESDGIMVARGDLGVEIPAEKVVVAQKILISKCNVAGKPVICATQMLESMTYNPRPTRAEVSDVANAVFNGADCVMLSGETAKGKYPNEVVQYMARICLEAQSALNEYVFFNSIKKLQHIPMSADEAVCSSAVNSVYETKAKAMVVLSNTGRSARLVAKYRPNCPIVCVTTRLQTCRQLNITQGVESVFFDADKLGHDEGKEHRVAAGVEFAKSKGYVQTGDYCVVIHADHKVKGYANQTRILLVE
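Screened at intermediate enzyme activity to detect both inhibitors and activators: LmPK at 0.1 nM, with a 0.5 nM enzyme column as activation reference. PEP 0.5 mM, ADP 0.1 mM; ATP detected by luminescence after 1 h.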
Pf growth 96h = Primary qHTS for delayed death inhibitors of the malarial parasite plastid, 96 hour incubation; P. falciparum luciferase reporter growth, 96 h; Potency, µM (series often up to 28.7 µM), for inactives: top-dose activity change, negative = inhibition, usual class: inhibitors; 320,000 compounds, 6.9% hits; AID 504834, 2011
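Two parasite generations (96 h, 37 C, 5% CO2) of compound exposure in infected erythrocytes (0.05% parasitemia, 2% hematocrit). Luciferase-reporter P. falciparum; decreased luminescence indicates inhibited growth, aimed at apicoplast-acting delayed death.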
Sm TGR inh = qHTS Assay for the Inhibitors of Schistosoma Mansoni Peroxiredoxins. Schistosoma mansoni thioredoxin glutathione reductase (TGR), Q962Y6. purified TGR, DTNB reduction, TNB absorbance 405 nm. Potency, µM (doses to about 114 µM), for the others: at the top dose activity change, negative = inhibition, hits mostly inhibitors. 360,000 compounds, 3% hits. AID 485364, 2010; further: nearly all actives have a fitted effect of over 60% in size
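First, TGR (20 nM dispensed) and NADPH were mixed with compound. Second, a 15 min room-temperature incubation followed. Third, further NADPH and then DTNB were added to start the reaction. Finally, TNB absorbance was monitored kinetically.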
The depositor's hits bear a star; ? = inconclusive; . = not tested or not shown; & = joins results of further samples; [ ] = dose if it differs, or a comment. The call rests on the fitted dose curve; in most records, active means well fitted curve in the direction sought with a large enough effect; inconclusive means small, poorly fitted or top-dose-only effect, or another doubt; inactive means no such curve, though single readings can be large; an effect the other way counts as inactive or inconclusive. On the % scale 0 is the no-effect control and ±100 the full control effect; potency means the concentration at half of the fitted maximal effect.

SMILES | Pf growth 48h | HCV inhibitor | TbPYK inhibitor | LmPK inh | Pf growth 96h | Sm TGR inh
Cc1ccc(SCCSc2nc(N)cc(=O)[nH]2)cc1 | 0% | -20% | -1% | 4% | 66%[activator] | -2%
CC(=O)Nc1cccc(NS(=O)(=O)c2cc3c4c(c2)CCN4C(=O)CC3)c1 | 8% | 16% | -2% | . | 17% | -5%
Cc1nnc(SCC(=O)Nc2cccc(S(=O)(=O)N(C)c3ccccc3)c2)s1 | -8% | 7.1µM* | -6% | -1% | ? | -1%
COc1ccc(OC)c(C=Nc2ccccc2-c2nc3ccccc3[nH]2)c1 | ? | ? | -7% | -1% | ? | 0%
O=C(O)c1cc(-c2ccc(Cl)s2)[nH]n1 | 8% | -3% | 2% | -2% | 18% | 3%
Cc1cccc2c1cnn2C(=O)Nc1cc(F)ccc1F | 263%[activator] | 7% | 0% | -5% | 6% | 1%
CC1=NN(c2ccccc2)C(=O)/C1=C\c1cc(C)n(-c2ccccc2)c1C | 0% | ? | 19% | 2% | -1% | -4%
CCC(C)[C@H](NC(=O)[C@@H]1Cc2c([nH]c3ccccc23)C2c3ccccc3C(=O)N21)C(=O)NCC1CCCO1 (some centres not stated) | -38% | ? | 2% | 0% | ? | 2%
Nc1cc(C(=O)OCC(=O)NCCCc2ccccc2)ccc1Cl | 14% | 28% | 5% | 3% | -6% | -10%
CNC(=O)COc1coc(CN2CCN(c3ccc(OC)cc3)CC2)cc1=O | 3% | 14% | -2% | -14% | -30% | -7%
CC(Oc1ccc(Cl)cc1Cl)c1ccn[nH]1 (configuration not stated) | 3% | -7% | 0% | -3% | 0% | .
COc1ccccc1CC(=O)Nc1cccc(S(=O)(=O)N2CCOCC2)c1 | -43% | ? | -2% | 1% | ? | -1%
Cc1cc(Cl)ccc1OC(C)C(=O)N1CCCN(C(=O)C(C)Oc2ccc(Cl)cc2C)CC1 (configuration not stated) | ? | ? | 6% | 4% | ? | -27%
Cc1ccc(Oc2cc(C#N)c(C#N)cc2-n2nnc3ccccc32)cc1C | -7% | 4% | 2% | 5% | . | -7%
CCCn1c(NC(=O)CCS(=O)(=O)c2ccc(C)cc2)nc2ccccc21 | ? | ? | 7% | . | ? | -25%
COc1ccc(-c2cc(C(F)(F)F)nc(SCCC(=O)N3CCN4CCCC4C3)n2)cc1 (configuration not stated) | ? | 4%&-27% | -7% | -6% | . | -5%
CCCOC(=O)/C=C/c1c(C)[nH]c(=O)[nH]c1=O | 34%[activator] | 23% | -5% | 0% | 24% | 3%
COCCNC(=O)Nc1ccc2nc(-c3cccs3)c(-c3cccs3)nc2c1 | . | ? | 3% | 1% | ? | -17%
COc1ccccc1C(CNC(=S)NCc1ccccc1)N1CCCC1 (configuration not stated) | ? | -19% | -4% | 5% | ? | -1%
COc1cccc(N2CC(C)Cn3c2nc2c3c(=O)[nH]c(=O)n2C)c1 (configuration not stated) | 38% | -14% | -1% | 4% | -2% | -13%
CCO/N=C(/C)c1c(O)cc(C(C)(C)C)n(-c2ccccc2)c1=O | 2% | -19% | 5% | 2% | -1% | -7%
Cc1ccccc1C(=O)N1CCCC(CCC(=O)N2CCN(c3ccccn3)CC2)C1 (configuration not stated) | -29% | ? | -8% | 5% | ? | -24%
COc1ccc(-c2cc(-c3ccccc3)nc(N3CCCC3)n2)cc1OC | 9.3µM* | 3.5µM* | 0% | 1% | 0% | -11%
c1ccc(-n2ncc3c(N4CCC5(CC4)OCCO5)ncnc32)cc1 | 69%[activator] | -5% | 0% | 0% | . | -1%
CS(=O)(=O)N1CC(C(=O)NC2CC2)Oc2ccc(Cl)cc21 (configuration not stated) | -2% | 3% | 3% | 3% | ? | -18%
O=C(Cc1ccc([N+](=O)[O-])cc1)N1N=C(c2ccncc2)CC1(O)C(F)(F)F (configuration not stated) | -12% | -11% | -3% | 1% | 135%[activator] | 15%
COc1ccc(OCC(=O)NCCCN2CCOCC2)cc1 | -6% | 18% | -4% | 4% | 105%[activator] | -2%
O=C1NC(=Nc2cccnc2)S/C1=C/c1ccc(F)cc1 | -11% | -9% | -4% | 0% | -24% | 92%
CS(=O)(=O)N(Cc1ccc(Cl)cc1)c1ccc(C(=O)N2CCN(c3ccccc3)CC2)cc1 | . | 5% | -3% | -2% | ? | -1%
COc1ccc(CSc2ccc(S(=O)(=O)N3CCCCC3)cn2)cc1F | 7% | 15% | -4% | . | -13% | 0%
O=C(NC(=S)Nn1cnc2c(cnn2-c2ccccc2)c1=O)c1ccccc1 | 10% | -12% | -1% | -1% | 9% | -23%
COCCCNC(=S)N/N=C/c1ccc(OC)c(Br)c1 | 7% | 7% | 0% | -2% | ? | -27%
CCCC(=O)N(Cc1cc(=O)[nH]c2ccccc12)c1cccc(C)c1 | 12µM* | 7% | -5% | -1% | 8.3µM* | 0%
O=C(O)Cn1cc(C(=O)c2ccccc2)c2ccccc21 | -15% | 1% | 8% | -7% | . | 43%[activator]
O=C(NCc1ccccc1)C1=C[C@H](c2ccc3c(c2)OCO3)C[C@H](OCCCCO)O1 | -17% | -28% | 4% | 6% | -25% | ?
COC(=O)C1C(=O)C=C(N2CCOCC2)CC1(C)C (configuration not stated) | 7% | 1% | -6% | 2% | 42%[activator] | 4%
O=C(NCCc1ccccc1)C1CCCN1C(=O)NCc1ccccc1 (configuration not stated) | 9% | 0% | 0% | 0% | 80%[activator] | 5%
CCN(CC)S(=O)(=O)c1ccc2c(c1)nc(CCC(=O)Nc1ccccc1Cc1ccccc1)n2CC | 12µM* | 10µM* | -2% | 5% | . | -1%
COc1ccc(CCNC(=O)CSc2nn3c(=O)c(C)nnc3s2)cc1OC | 5.2µM* | 3% | -1% | 0% | 0.21µM* | -5%
O=c1c2ccccc2[nH]c(=S)n1-c1cccnc1 | 19% | 11% | 7% | 5% | 49%[activator] | -7%

Full records, quoted from the list.
`O=C(O)Cn1cc(C(=O)c2ccccc2)c2ccccc21` is listed as Pf growth 48h: -15%; HCV inhibitor: 1%; TbPYK inhibitor: 8%; LmPK inh: -7%; Pf growth 96h: .; Sm TGR inh: 43%[activator]
`COC(=O)C1C(=O)C=C(N2CCOCC2)CC1(C)C` (configuration not stated) is listed as Pf growth 48h: 7%; HCV inhibitor: 1%; TbPYK inhibitor: -6%; LmPK inh: 2%; Pf growth 96h: 42%[activator]; Sm TGR inh: 4%
`COc1ccc(CSc2ccc(S(=O)(=O)N3CCCCC3)cn2)cc1F` is listed as Pf growth 48h: 7%; HCV inhibitor: 15%; TbPYK inhibitor: -4%; LmPK inh: .; Pf growth 96h: -13%; Sm TGR inh: 0%

Remaining list, next part.
SMILES | Pf growth 48h | HCV inhibitor | TbPYK inhibitor | LmPK inh | Pf growth 96h | Sm TGR inh
COc1ccc(CCN2CC(C(=O)Nc3cc(S(C)(=O)=O)ccc3Cl)CC2=O)cc1OC (configuration not stated) | 4% | 6% | -1% | . | 6% | 0%
Cc1cc(NC(=O)CN2C(=O)c3ccccc3C2=O)no1 | 19% | 11% | 8% | -4% | 44% | -2%
CC(=O)Nc1nn(C)c2nc(C)cc(C)c12 | 18% | 28% | 10% | 0% | 4% | 2%
CC(C)CCN1CCN(Cc2ccc(Oc3ncccn3)cc2)CC1CCO (configuration not stated) | 4% | 5% | -3% | -1% | ? | 2%
Cc1cc(C)c2nc(-c3cccc(Cl)c3)c(C)c(C(=O)N3CCOCC3)c2c1 | 12µM* | ? | 1% | -13% | ? | -10%
CCc1ccc(OCC(=O)N/N=C2\CC(=O)c3ccccc32)cc1 | . | . | . | 6% | ? | 8%
COc1cc(/C=N/Nc2nn3cnnc3c3ccccc23)cc(OC)c1OC | 51%[activator] | -13% | 1% | -5% | 40%[activator] | 8%
CCOc1cc(N2CCOCC2)c(OCC)cc1NC(=O)CN1CCSC1=O | 26% | 0% | 8% | . | 29% | -3%
O=[N+]([O-])c1ccc(N2CCSCC2)cc1 | 20% | -9% | 1% | -4% | 23% | 4%
O=C1OCc2cc(N=Nc3c(O)[nH]c(=O)[nH]c3=O)ccc21 | 64%[activator] | -9% | 0% | -1% | 32%[activator] | 3%
Cc1c(C(=O)c2ccccc2)c2ccccc2n1C | -3% | -25% | -2% | 3% | 0% | 3%
O=C(NN=C1CCCC1)c1[nH]c2ccc(Br)cc2c1-c1ccccc1 | 0% | -11% | 8% | 1% | ? | 3%
COc1cc(/C=N/Nc2ccccn2)cc(OC)c1O | 26% | ? | -32% | ? | -15% | -19%
CCOc1ccc(S(=O)(=O)N(C)C2CCCCC2)cc1 | 28% | -2% | 5% | 12% | 1.7µM* | ?
CCCN(CC1CC1)c1nc(N)c(C#N)c(CC#N)c1C#N | . | -10% | -6% | -5% | ? | -1%
COc1cc(/C=C(\C#N)C(=O)Nc2cc(C(F)(F)F)ccc2Cl)ccc1OCC(=O)Nc1cccc(C(F)(F)F)c1 | 2% | ? | -1% | -1% | 15% | -9%
O=C(NC1CCCC1)C(c1ccc(Cl)cc1)N(Cc1ccc(F)cc1)C(=O)CCl (configuration not stated) | -7% | ? | -2% | 0% | -25% | 7.1µM*
COc1ccc(CNC(=O)c2cc(=O)c3cc(C)cc(C)c3o2)cc1 | 23% | 20% | 4% | -4% | 31%[activator] | -7%
COc1ccc(-c2c(C(F)(F)F)nn(C)c2NC(=O)CSCC(=O)O)cc1 | 9% | 5% | -9% | -3% | 24% | 6%
O=C(Nc1cccc(C(F)(F)F)c1)C1C2CC3OC(=O)C1C3C2 (configuration not stated) | 21% | -18% | 8% | 1% | . | -17%

Some of the entries above in a different format:
smiles	Pf growth 48h	HCV inhibitor	TbPYK inhibitor	LmPK inh	Pf growth 96h	Sm TGR inh
O=C(NC1CCCC1)C(c1ccc(Cl)cc1)N(Cc1ccc(F)cc1)C(=O)CCl (configuration not stated)	-7%	?	-2%	0%	-25%	7.1µM*
COc1ccc(CNC(=O)c2cc(=O)c3cc(C)cc(C)c3o2)cc1	23%	20%	4%	-4%	31%[activator]	-7%

The listing continues:
SMILES | Pf growth 48h | HCV inhibitor | TbPYK inhibitor | LmPK inh | Pf growth 96h | Sm TGR inh
Cc1cccc(-c2oc3ccc(-c4ccc5c(c4)OCO5)cc3c2C#Cc2cncn2C)c1 | ? | 4% | -1% | . | 1.2µM* | -5%
Cc1onc(-c2ccccc2)c1C(=O)Nc1cccc(C#N)c1 | 42%[activator] | -8% | -9% | 2% | -29% | 3%
CCNS(=O)(=O)c1ccc(NC(=O)c2ccccc2SCCOC)cc1 | -45% | 11% | 2% | 2% | ? | 12%
NS(=O)(=O)c1cccc(NC(=O)c2cccnc2Oc2ccccc2)c1 | 27% | 14% | 6% | 0% | ? | 4%
COc1ccc(-c2nnc(SCC(=O)NC3CCCCC3)n2N)cc1 | -9% | 22% | -8% | . | 2% | 6%
CC1CCC(N2CC(=O)N(Cc3ccc4c(c3)OCO4)C(c3ccc(F)cc3)C2=O)CC1 (configuration not stated) | . | -19% | -11% | -3% | 9.3µM* | -5%
CCOC(=O)C1=C(N)OC2=C(C(=O)CCC2)C12C(=O)Nc1ccccc12 (configuration not stated) | 4% | 14% | 4% | 1% | -3% | -30%
COc1cc(C(=O)NCc2ccc3c(c2)OCO3)ccc1OCc1c(C)noc1C | -4% | -9% | -3% | 4% | 66%[activator] | 11%
Cc1ccc(C(=O)C2COC(=O)C2)cc1 (configuration not stated) | -8% | 1% | 0% | 6% | ? | 2%
CCCc1nnc(SCC(=O)O)n1/N=C/c1ccc2c(c1)OCO2 | 32%[activator] | 3% | -7% | -2% | . | 2%
